EBNA-1 inh: blocks EBNA-1 binding to DNA; EBNA-1 DNA binding, fluorescence polarization; inhibition, % at 14.8 µM; 0.34% of 300,000 active; AID 1950; in the data active means inhibition above about 28%
PP1 inh: blocks human PP1-alpha phosphatase, a PP5 counter-screen. 0.9% of 320,000 active. AID 2235. P62136. purified PP1alpha, OMFP fluorescence. inhibition, % at 6.7 µM;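 active means inhibition above the mean inhibition of all tested compounds plus 3 SD, computed separately for each screening campaign, cut at about 15% in these data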
Target sequence (P62136 whole entry, looked up): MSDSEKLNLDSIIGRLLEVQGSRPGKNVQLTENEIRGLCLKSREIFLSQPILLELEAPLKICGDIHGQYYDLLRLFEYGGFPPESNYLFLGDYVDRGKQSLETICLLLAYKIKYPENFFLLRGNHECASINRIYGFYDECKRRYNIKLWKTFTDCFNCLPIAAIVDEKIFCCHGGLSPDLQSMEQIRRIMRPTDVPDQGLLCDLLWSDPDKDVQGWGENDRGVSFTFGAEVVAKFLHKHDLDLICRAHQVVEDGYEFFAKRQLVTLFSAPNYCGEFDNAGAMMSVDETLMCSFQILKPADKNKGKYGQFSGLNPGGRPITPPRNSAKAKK
core dimer inh: HCV core protein dimerization inhibition; 0.33% of 300,000 active; AID 1899; TR-FRET GST/Flag-core106 dimerization, 1536-well; inhibition, % at 5 µM;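 active means inhibition above the mean of all tested compounds plus 3 SD, set per screening campaign, cut at about 45% in these data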
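test system = GST/Flag-tagged HCV core106 proteins | probe or stimulus = Eu donor and XL665 acceptor anti-tag antibodies | times = compound-protein-antibody incubation 4 h at 22.5 °C | signal = TR-FRET, excitation 340 nm, emission 617 and 671 nm | measure = percent inhibition of core106 dimerization signal | controls = wells lacking GST-core106 and wells with excess unlabelled core106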
GASC-1 inh: blocks human GASC-1 demethylase activity | Q9H3R0 | GST-JMJD2C(1-420) H3K9me3 demethylation, DELFIA europium | inhibition, % at 2.35 µM | 0.069% of 330,000 active | AID 2099;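 active means more than half of a compound's replicate wells show inhibition beyond 50%, single wells judged on their own value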;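 further: signal counts dimethyl H3K9 product captured on neutravidin plate; 0% = median of DMSO wells and 100% = 0.3 times that DMSO median; strong numbers were not always called active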
TPT1 inh: blocks Candida albicans tRNA 2'-phosphotransferase. recombinant caTPT1, FP RNA substrate dephosphorylation. inhibition, % at 5 µM. 0.81% of 300,000 active. AID 1962;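 active means inhibition above the mean of all tested compounds plus 3 SD, set per screening campaign, cut at about 24% in these data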;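 further: plate controls were DMSO alone for no effect and ferristatin control at 100 nM for full effect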
ZTA counter: ZTA (EBV) inhibition in EBNA-1 counter-screen | inhibition, % at 11 µM | 0.15% of 320,000 active | ZTA-DNA binding, fluorescence polarization | P03206 | AID 2234; in the data active means inhibition above about 33%
Target sequence (P03206 whole entry, looked up): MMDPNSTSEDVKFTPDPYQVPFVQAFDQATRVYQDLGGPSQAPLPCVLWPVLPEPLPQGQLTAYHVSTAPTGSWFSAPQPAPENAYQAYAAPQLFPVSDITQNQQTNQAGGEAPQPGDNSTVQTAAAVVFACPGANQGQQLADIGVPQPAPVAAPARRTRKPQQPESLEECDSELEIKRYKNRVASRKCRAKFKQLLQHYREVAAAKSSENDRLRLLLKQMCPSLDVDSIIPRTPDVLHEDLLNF
PP5 primary: inhibitors of human protein phosphatase 5 (PP5); P53041; 0.18% of 320,000 active; inhibition, % at 6.7 µM; purified PP5c, OMFP substrate fluorescence;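 active means inhibition above the campaign's mean inhibition across all tested compounds plus 3 SD, cut at about 9.5% in these data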;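 further: 0% = DMSO only and 100% = 100 µM cantharidin control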
Target sequence (P53041 whole entry, looked up): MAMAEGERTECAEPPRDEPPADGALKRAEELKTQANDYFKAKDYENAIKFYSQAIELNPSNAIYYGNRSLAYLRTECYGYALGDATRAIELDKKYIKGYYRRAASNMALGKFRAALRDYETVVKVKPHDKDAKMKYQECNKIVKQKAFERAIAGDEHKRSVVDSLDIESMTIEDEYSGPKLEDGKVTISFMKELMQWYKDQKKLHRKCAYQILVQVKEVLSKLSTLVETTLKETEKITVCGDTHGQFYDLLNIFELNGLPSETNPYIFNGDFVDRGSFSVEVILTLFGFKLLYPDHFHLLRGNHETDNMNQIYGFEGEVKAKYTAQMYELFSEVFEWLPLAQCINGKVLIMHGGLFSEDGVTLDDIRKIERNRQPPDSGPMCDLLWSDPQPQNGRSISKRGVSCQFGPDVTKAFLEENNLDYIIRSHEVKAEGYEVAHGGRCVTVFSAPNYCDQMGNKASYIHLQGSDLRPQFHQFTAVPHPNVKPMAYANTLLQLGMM
CR mimetic SO: caloric restriction mimetics inhibiting age-related superoxide in yeast | S. cerevisiae aged cells, superoxide DHE fluorescence; active compounds read low | superoxide response (% of plate mean), % at 10 µM | 0.18% of 330,000 active | AID 2690;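 active means superoxide response under a set limit, about three screen SD below normal, cut at about 65% in these data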;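 further: yeast aged for seven days with compound at 30 °C before DHE staining; 100% = average MFI of all compound-treated wells on the plate with controls excluded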
Fh CTSL1 inh: blocks F. hepatica cathepsin L1 in PFM18AAP counter-screen; recombinant F. hepatica cathepsin L1, Z-Leu-Arg-MCA fluorescence; inhibition, % at 5.96 µM; 0.49% of 300,000 active;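 active means inhibition above the mean of all tested compounds plus 3 SD, set per screening campaign, cut at about 17% in these data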;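 further: 0% = plate median of test compound wells and 100% = 1 µM Z-Phe-Ala-diazomethylketone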
* = called active by the depositor; . = no result given; & = joins results of further samples.

SMILES | EBNA-1 inh | PP1 inh | core dimer inh | GASC-1 inh | TPT1 inh | ZTA counter | PP5 primary | CR mimetic SO | Fh CTSL1 inh
CCOC(=O)C1CCCN(C(=O)c2cc(-c3ccc(F)cc3)nc3ccccc23)C1 (configuration not stated) | -8 | 4 | 5 | 6 | -4 | 5 | 3.1 | 113 | -1
CN1CCN(C2=C(Cl)C(=O)N(c3ccc(Cl)cc3)C2=O)CC1 | -6 | -2 | 4 | -6 | 1 | -13 | 0.8 | 108 | 20*
CC(C)CN(C(=O)CN1CCCCCC1)c1c(N)n(CC(C)C)c(=O)[nH]c1=O | 1 | -1 | -8 | -3 | 6 | -10 | -3.3 | 99 | -6
CCOC(=O)C1CCCN(C2CC(=O)N(c3ccc(C)c(C)c3)C2=O)C1 (configuration not stated) | -4 | 1 | 0 | 1 | -1 | -4 | -3.2 | 104 | 15
CC(C)(C)C(=O)NC1CCN(S(C)(=O)=O)CC1 | -6 | -1 | 7 | -12 | 0 | -15 | 1.6 | 87 | 3
O=C(Nc1cc([N+](=O)[O-])ccc1N1CCCC1)c1ccccc1 | -2 | -4 | -2 | 1 | -1 | 0 | 2.0 | 101 | 1
CCOC(=O)Cc1csc(NC(=O)C(C)(C)C)n1 | 0 | -1 | -3 | 10 | -3 | -17 | 2.9 | 115 | -3
COCCn1nnnc1C(c1ccc(C(F)(F)F)cc1)N1CCOCC1 (configuration not stated) | -7 | -4 | -10 | 86 | -1 | -23 | -5.5 | 89 | 5
Cc1ccc(-c2nc3c(c(SCC(=O)N4CCOCC4)n2)COC(C)(C)C3)cc1 | -9 | -2 | -7 | -5 | 3 | 14 | 0.1 | 90 | -3
COC(=O)c1sc(NC(=O)COc2ccccc2)nc1C | -4 | 2 | -1 | 2 | 2 | -9 | 1.2 | 96 | 1
Nc1nc(Cl)nc2c1ncn2[C@@H]1O[C@H](CO)[C@@H](O)[C@H]1O | 4 | 1 | 15 | -13&8 | -6 | -3 | 4.1 | 107 | -2
O=C(Nc1nccs1)C1CCCN(S(=O)(=O)c2cccnc2)C1 (configuration not stated) | 9 | -2 | 3 | 7 | -3 | 1 | 1.3 | 98 | 0
CC(C)c1cc(C(C)C)c(S(=O)(=O)N2c3ccccc3[C@@]3(Br)C[C@H]4C(=O)N[C@@H](Cc5ccccc5)C(=O)N4[C@@H]23)c(C(C)C)c1 | 7 | 16* | 46* | -8 | -2 | 24 | 4.0 | 89 | 1
Cc1cc(C)c2c(N)c(C(=O)c3cccc(Cl)c3)sc2n1 | 4 | 0 | -3 | 4 | 2 | 0 | -0.8 | 104 | 4
CC[n+]1c(/C=C(/C)SC)sc2ccccc21 | 7 | -5 | -3 | 1 | 2 | -10 | -1.4 | 102 | -1
CN(Cc1nccn1C)C(=O)c1ccc(OC2CCN(CCc3ccccc3)CC2)cc1 | 1 | -2 | 6 | -4 | -1 | 4 | -1.0 | 103 | 2
NC(=O)c1cc([N+](=O)[O-])ccc1NCCN1C(=O)c2ccccc2C1=O | 11 | -5 | -4 | 0 | -4 | -11 | -1.0 | 93 | 0
CCOC(=O)C1CCCN(c2c(NCCN3CCCCC3CC)c(=O)c2=O)C1 (configuration not stated) | 8 | -3 | 2 | -7 | -2 | 11 | 0.0 | 103 | 2
Cc1ccc(C(=O)N/C(=C\c2ccccc2)C(=O)NCCCn2ccnc2)cc1 | 18 | -3 | -2 | 1 | -4 | 1 | -1.4 | 105 | -7
O=C(Cc1cccs1)Nc1nnc(SCC(=O)N2CCCCC2)s1 | 8 | -3 | 9 | 5 | -2 | 21 | -0.4 | 103 | 6
CCN1CSC(=S)N(Cc2ccccc2)C1 | -2 | -7 | 0 | 1 | 1 | -1 | 1.2 | 134 | 0
COc1cccc(OC)c1OCCN1CCN(C(=O)c2ccco2)CC1 | -18 | -8 | 7 | 9 | 1 | -8 | -4.5 | 98 | -7
Cc1ccc(C2=NN=C(NC(=O)CSc3nc(C)cc(C)n3)SC2)cc1 | 9 | 10 | -18 | 3 | -4 | -12 | 0.4 | 99 | 4
CCn1c(NC(=O)c2cccc(Cn3cc(Cl)cn3)c2)nc2ccccc21 | 7 | 9 | 12 | 5 | -1 | -5 | 5.0 | 139 | 0
CCOC(=O)N1CCN(C/C(Cl)=C/c2ccccc2)CC1 | -2 | 6 | -6 | 5 | 2 | -8 | 2.9 | 101 | -2
(listing goes on)
SMILES | EBNA-1 inh | PP1 inh | core dimer inh | GASC-1 inh | TPT1 inh | ZTA counter | PP5 primary | CR mimetic SO | Fh CTSL1 inh
Cc1ccc(-n2c(-c3ccncc3)nnc2-c2cccs2)cc1 | 8 | 2 | 1 | -1 | -4 | 10 | 1.1 | 102 | 3
O=c1cc(CO)oc(C(Nc2cccc([N+](=O)[O-])c2)c2ccccn2)c1O (configuration not stated) | 3 | 8 | 15 | -2 | -1 | 8 | -1.5 | 102 | 2
Cn1cc(S(=O)(=O)N2CCCC2)cc1C(=O)NCCc1ccccc1 | 13 | -2 | 4 | -11 | 0 | -4 | -1.4 | 99 | 0
CC(=O)Nc1nc2ccccc2n1CCOc1ccccc1Cl | -6 | -2 | -4 | -7 | -8 | -13 | 4.0 | 100 | -9
C=CC[N+]1(CC(=O)NCc2ccc(NC(C)=O)cc2)CCOCC1 | -21 | -7 | 2 | 16 | 1 | -6 | -1.1 | 80 | 2
CCCCOC(=O)C1=C(C)NC(=O)NC1c1ccc([N+](=O)[O-])s1 (configuration not stated) | 1 | 6 | -2 | -3 | 1 | 14 | -3.2 | 105 | 7
O=c1ccc2cc(S(=O)(=O)N3CCN(c4ccccc4)CC3)ccc2o1 | 18 | 0 | -1 | -3 | -5 | 9 | 0.3 | 77 | 1
O=C(c1ccco1)N1CCN(Cc2cccc3ccccc23)CC1 | 8 | 2 | 7 | -21 | 1 | 1 | 1.4 | 95 | 1
CCSc1ccccc1C(=O)NCc1ccc(S(N)(=O)=O)cc1 | -5 | -2 | -1 | 8 | 3 | -30 | -0.6 | 85 | -2
O=C1CC(C(=O)Nc2ccccc2C(=O)O)C(c2ccccc2)O1 (configuration not stated) | 3 | -1 | -1 | 1 | -4 | -2 | -3.4 | 95 | -1
CCC(C)NC(=O)c1ccccc1NC(=O)c1ccccc1N(C)S(C)(=O)=O (configuration not stated) | 3 | 1 | -4 | -1 | -1 | 10 | -2.4 | 91 | 3
Cn1cnc([N+](=O)[O-])c1NCc1ccccc1 | -2 | 0 | -3 | 12 | -5 | -1 | 0.3 | 108 | 5
O=C(Cn1nnc2ccccc21)OCC(=O)c1ccc(F)cc1 | -3 | -3 | -5 | 3 | -1 | -13 | -1.2 | 113 | -5
Cc1ccc(S(=O)(=O)N(C)C)cc1NC(=O)COC(=O)c1ccc(Cl)cc1 | 0 | 2 | 1 | -4 | -4 | -5 | -0.9 | 95 | 0
COC(=O)c1ccc(NC(=O)C(=O)c2cn(CC(=O)N3CCOCC3)c3ccccc23)cc1 | 8 | -4 | 3 | 4 | -3 | 10 | 1.4 | 118 | -3
O=C(CC1SC(=Nc2cccc3ccccc23)N(Cc2ccccn2)C1=O)Nc1ccccc1Br (configuration not stated) | 0 | 5 | 13 | -6 | -1 | 2 | 3.2 | 99 | 3
COc1ccc(C(=O)N2CCCC(Nc3ccc(C)c(C)c3)C2)cc1 (configuration not stated) | 3 | -3 | 13 | 4 | 1 | -2 | -1.7 | 96 | 3
O=C(CCC(=O)N(c1ccccc1)C(C(=O)NC1CCCC1)c1ccncc1)Nc1cccnc1 (configuration not stated) | -5 | -7 | 4 | -9&-1 | 1 | -2 | 1.8 | 112 | 0
CNC(=O)CSc1nc2cc(S(=O)(=O)Nc3ccccc3OC)ccc2o1 | -4 | 3 | -11 | 7 | -4 | -16 | 2.4 | 92 | -3
COc1ccc(C2(O)CCN(CCCCOc3ccccc3)CC2)cc1 | -4 | -8 | -8 | -8 | 2 | -1 | 4.3 | 91 | -4
O=C(c1cccc(Cl)c1)N1CCCC(c2ccc(Cl)cc2)=N1 | -11 | 0 | -2 | -2 | 1 | -21 | 4.1 | 96 | -1
O=C(c1ccco1)N1CCN(C(=O)C2CCCN(S(=O)(=O)c3cccc4nsnc34)C2)CC1 (configuration not stated) | -12 | -2 | -16 | -2 | 0 | -8 | 1.7 | 115 | 4
O=C(N/N=C/C(Br)=C/c1ccccc1)c1cc(-c2ccco2)[nH]n1 | 3 | 8 | 11 | 5 | 3 | 19 | -1.1 | 89 | 3
Cc1cccc(N(Cc2ccccc2)C(=O)CN2C(=O)NC3(CCCC3)C2=O)c1 | . | 0 | . | 5 | . | 9 | 1.9 | 104 | .
COc1ccc(-c2nn(-c3ccccc3)cc2C(=O)Nc2nc(CC(C)=O)ns2)cc1 | -9 | -5 | 10 | -3 | 7 | 7 | 1.7 | 98 | 2

Given with values under each structure: part of the list above
Below each SMILES – EBNA-1 inh | PP1 inh | core dimer inh | GASC-1 inh | TPT1 inh | ZTA counter | PP5 primary | CR mimetic SO | Fh CTSL1 inh
> CC(=O)Nc1nc2ccccc2n1CCOc1ccccc1Cl
 : -6 | -2 | -4 | -7 | -8 | -13 | 4.0 | 100 | -9
> C=CC[N+]1(CC(=O)NCc2ccc(NC(C)=O)cc2)CCOCC1
 : -21 | -7 | 2 | 16 | 1 | -6 | -1.1 | 80 | 2
> CCCCOC(=O)C1=C(C)NC(=O)NC1c1ccc([N+](=O)[O-])s1 (configuration not stated)
 : 1 | 6 | -2 | -3 | 1 | 14 | -3.2 | 105 | 7
> O=c1ccc2cc(S(=O)(=O)N3CCN(c4ccccc4)CC3)ccc2o1
 : 18 | 0 | -1 | -3 | -5 | 9 | 0.3 | 77 | 1
> O=C(c1ccco1)N1CCN(Cc2cccc3ccccc23)CC1
 : 8 | 2 | 7 | -21 | 1 | 1 | 1.4 | 95 | 1

Additional records follow:
SMILES | EBNA-1 inh | PP1 inh | core dimer inh | GASC-1 inh | TPT1 inh | ZTA counter | PP5 primary | CR mimetic SO | Fh CTSL1 inh
CC1CCN(C(=O)CN2C(=O)C(=O)c3ccccc32)CC1 | 3 | -2 | -4 | 0 | -3 | -6 | -1.5 | 89 | 1
Cc1ccc(OCCN2CCN(C)CC2)c([N+](=O)[O-])c1 | -5 | 2 | -3 | 14 | 2 | 4 | 4.2 | 83 | -4
Cc1nc2c(n1C1CCCCC1)C(=O)c1ccccc1C2=O | 8 | 1 | 3 | 2 | 0 | -1 | 0.8 | 94 | 6
Cc1ccc(-n2ncc3c(=O)n(CC(=O)N(C(C)C)C(C)C)cnc32)cc1 | 2 | 1 | 7 | 1 | -1 | -8 | 0.8 | 104 | 4
CC(C)(C)c1ccc(OCCOc2ccc(C(C)(C)C)cc2NC=O)c(NC=O)c1 | 3 | 8 | -1 | -12 | 0 | -16 | 9.3 | 119 | 1
O=C(CN(c1ccc2c(c1)OCCO2)S(=O)(=O)c1ccccc1)N1CCN(Cc2ccccc2)CC1 | -4 | -3 | 9 | 0 | -1 | -1 | -1.7 | 102 | 0
O=C(C1CC(=O)N(c2ccccc2)C1)N1CCCCCC1 (configuration not stated) | 7 | -3 | 0 | 1 | -1 | -6 | -1.0 | 102 | -2
CS(=O)(=O)c1ccc(C(=O)OCC(=O)N(CCc2ccccc2)Cc2ccccc2)cc1 | 1 | -2 | 5 | -1 | 0 | 3 | 2.1 | 93 | -9
O=C(COc1ccccc1-c1ccccc1)Nc1ccc(S(=O)(=O)NCc2ccco2)cc1 | 18 | -1 | 11 | 1 | 1 | 6 | 3.6 | 107 | 2
Cc1c(C(=O)O)nnn1-c1nonc1N | 12 | -5 | 3 | -6 | -3 | 9 | -0.4 | 100 | 0
C#CCSc1nnc(-c2ccc(OC)cc2)o1 | 0 | -1 | 5 | 12 | -1 | 6 | -0.1 | 92 | 0
Cc1cc(C(=O)NC2CCCc3c2cnn3-c2ccccc2F)nc(C)n1 (configuration not stated) | -9 | 0 | 11 | -13 | 0 | -10 | 4.6 | 94 | 0

Assay outcomes deposited in PubChem BioAssay by several laboratories.
